rCAG RNA binder – r(CAG) repeat RNA binding; TO-PRO-1 dye displacement fluorescence; inhibition, % at 3 µM; 1.3% of 370,000 active;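 active = inhibition above the plate cutoff, the mean of all test compounds on that plate plus 3 SD, cut at about 35% in these data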;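 note: 0% = DMSO alone and 100% = 100 µM mitoxantrone as full dye displacement; higher means more dye released from RNA so lower well fluorescence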
PRMT1 FP inh – PRMT1 (human) inhibition, primary screen. Q99873. recombinant PRMT1, activity-based probe fluorescence polarization. inhibition, % at 2.79 µM. 1.3% of 370,000 active;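 active = inhibition above about 21% made by adding two undisclosed values, limit read from the data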
mABHD4 FP – ABHD4 (mouse) inhibition, primary FP screen. inhibition, % at 8.92 µM. 0.54% of 370,000 active. purified mABHD4, FP-Rh probe fluorescence polarization. Q8VD66;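 active = inhibition exceeding the mean over every tested compound plus 3 SD, cut at about 30% in these data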;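 note: 0% = plate median of compound wells and 100% = S159A mutant with DMSO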
Target sequence (Q8VD66 whole entry, looked up): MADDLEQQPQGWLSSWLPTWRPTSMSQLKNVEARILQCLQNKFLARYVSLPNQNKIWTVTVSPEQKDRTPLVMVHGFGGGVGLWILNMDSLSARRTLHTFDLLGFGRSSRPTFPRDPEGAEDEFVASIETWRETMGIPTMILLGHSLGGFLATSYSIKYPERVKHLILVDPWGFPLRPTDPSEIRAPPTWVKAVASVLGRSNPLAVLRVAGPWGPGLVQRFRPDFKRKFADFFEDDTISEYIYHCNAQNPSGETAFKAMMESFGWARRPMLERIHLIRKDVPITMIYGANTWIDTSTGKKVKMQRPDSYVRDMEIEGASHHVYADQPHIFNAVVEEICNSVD
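System: mouse ABHD4 enzyme, wild type / Medium: HEPES pH 7.0, NaCl, Pluronic buffer / Reagent: FP-Rh activity-based fluorescent probe / Control set: S159A mutant high control, sample median low control / Detection: fluorescence polarization with parallel and perpendicular emission, 525/598 nm / Schedule: 45 min + 60 min at 25 °C / Compound dosing: 8.92 µM, single dose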
HTRA1 inh – blocks human HTRA1 serine peptidase; Q92743; recombinant HTRA1, FP-rhodamine activity-based probe, fluorescence polarization; inhibition, % at 5.96 µM; 0.5% of 340,000 active; AID 504803; in the data active = inhibition above about 36%;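 note: 0% = enzyme with DMSO and 100% = wells lacking enzyme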
SIAE inh – blocks human sialic acid acetylesterase | SIAE FP-Rh probe binding, fluorescence polarization | Q9HAT2 | inhibition, % at 9.66 µM | 0.69% of 370,000 active | AID 1053197;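 active = inhibition above a cutoff: mean of compounds within the control limits plus 3 SD of those, cut at about 17% in these data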;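 note: 0% = plate median of compound wells and 100% = probe without SIAE protein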
TDP2 inh – blocks human TDP2 phosphodiesterase activity; inhibition, % at 12.8 µM; AID 720702; recombinant TDP2, T5PNP hydrolysis, p-nitrophenol absorbance 415 nm; O95551; 0.34% of 370,000 active;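 active = inhibition above the mean of all tested compounds plus 3 SD, set per campaign, cut at about 25% in these data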;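 note: 0% = DMSO with enzyme and 100% = buffer with substrate but no TDP2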
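Assay system: recombinant human TDP2 / Reagent: T5PNP substrate at 5 mM, a TopII-DNA adduct mimic / Measured by: epi absorbance from released p-nitrophenol / Evaluation: % inhibition relative to enzyme-containing and enzyme-free wells / Control set: enzyme-free and DMSO wells / Replicates: each compound tested once, singlicate / Schedule: enzyme reaction with compound for 2 h at 37 °C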
LEDGF integ inh – blocks HIV-1 LEDGF/p75-dependent DNA integration; inhibition, % at 3.7 µM; AID 743269; 0.64% of 370,000 active; TR-FRET IN-LEDGF/p75 DNA integration, Eu/Cy5;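 active = inhibition above the screen-wide mean plus 3 SD, cut at about 13% in these data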;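 note: signal is the Cy5 over europium emission ratio at 671 and 618 nm; 0% = plate median of compound wells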
GC-B act – GC-B (human) receptor activation; HEK293-GC-B cells, CNP EC30, cGMP TR-FRET; 0% at EC30 CNP, 100% saturating CNP; activation, % at 10 µM; 0.11% of 370,000 active;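 active = activation at 10 µM reaching about 35% in either raw or pattern-adjusted values, limit read from the data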
MBD2 inh – inhibitors of human MBD2 binding to methylated oligonucleotide. Q9UBB5. TR-FRET. inhibition, % at 4.4 µM. 0.31% of 370,000 active. AID 686964; in the data active = inhibition above about 13%
Target sequence (Q9UBB5 whole entry, looked up): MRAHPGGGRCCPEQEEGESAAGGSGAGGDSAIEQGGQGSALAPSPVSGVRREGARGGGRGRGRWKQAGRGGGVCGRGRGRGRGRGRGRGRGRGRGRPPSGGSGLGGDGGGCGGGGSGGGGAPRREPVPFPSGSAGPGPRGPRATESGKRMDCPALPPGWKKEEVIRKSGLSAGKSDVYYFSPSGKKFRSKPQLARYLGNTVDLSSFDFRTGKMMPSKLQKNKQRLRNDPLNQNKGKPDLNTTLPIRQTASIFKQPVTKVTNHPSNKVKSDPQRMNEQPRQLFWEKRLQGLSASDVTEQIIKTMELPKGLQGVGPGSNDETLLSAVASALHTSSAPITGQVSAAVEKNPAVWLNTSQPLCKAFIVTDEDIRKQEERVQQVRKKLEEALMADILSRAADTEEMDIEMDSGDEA
TCR-CD3 inh – human TCR-CD3 binding inhibition; TAMRA-labeled TCR probe fluorescence, biochemical; 0.37% of 360,000 active; inhibition, % at 9.4 µM; in the data active = inhibition above about 19%;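 note: recombinant mutant TCR 2C K166C tagged with TAMRA read by polarization; 0% = receptor in buffer alone and 100% = receptor with positive control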
Starred values were filed as active, the others as inactive. This is a subset. The share of hits here may be higher or lower than overall.

1. COCCNc1nc2sc3c(c2c(=O)n1Cc1ccco1)CCCCC3
2. O=C(NCc1ccccc1CN1CCCC1)c1cccc(S(=O)(=O)N2CCOCC2)c1
3. O=C(OCC(=O)N1CCc2ccccc21)[C@@H]1CCCN1S(=O)(=O)c1ccccc1F
4. CC(C)N(C(=O)CN(C#N)c1nc(N(C)C)nc(N(C)C)n1)c1ccccc1
5. CC[N+]1=C(C)C(C)(C)c2cc(C)ccc21
6. Cc1ccccc1NC(=S)N(CCCN1CCOCC1)Cc1ccccn1
7. Cc1cc(C)cc(NC(=S)N2CCN(c3ncccn3)CC2)c1
8. O=C(CSc1nnc(CNc2ccc(F)cc2)n1Cc1ccccc1)N1CCOCC1

| Assay by compound | 1 | 2 | 3 | 4 | 5 | 6 | 7 | 8 |
| --- | --- | --- | --- | --- | --- | --- | --- | --- |
| rCAG RNA binder | -3 | 0 | 3 | -5 | -2 | -5 | -5 | -5 |
| PRMT1 FP inh | 0 | 4 | -2 | 5 | 1 | -4 | -4 | 5 |
| mABHD4 FP | -12 | -7 | 3 | 6 | -248 | 0 | -2 | -14 |
| HTRA1 inh | 0 | -8 | 3 | 2 | -112 | 11 | 0 | -6 |
| SIAE inh | 10 | 1 | -5 | 11 | -176 | 2 | 11 | 3 |
| TDP2 inh | -6 | -11 | -17 | 19 | 6 | -5 | 11 | -6 |
| LEDGF integ inh | -1 | 1 | 3 | -3 | -1 | 1 | 2 | 2 |
| GC-B act | -2 | 3 | 3 | -1 | 3 | 1 | 5 | 1 |
| MBD2 inh | 4 | 6 | -2 | 5 | -3 | -2 | -2 | 2 |
| TCR-CD3 inh | 3 | -9 | -10 | -5 | -62 | -4 | 1 | -3 |

9. COc1cccc(C(=O)NC2=NCCS2)c1OC
10. CC(C)(C)OC(=O)N1CCC(CC2CC(c3cccc(Br)c3)=NO2)(C(=O)NCC2CCCCC2)CC1 (stereo unspecified)
11. CC(=O)Nc1cccc(NC(=O)C2CCCN2C(=O)Nc2ccc(C)cc2)c1 (stereo unspecified)
12. CC1CCN(C(=O)c2cc(S(=O)(=O)N3CCCCC3)c[nH]2)CC1
13. C=CCOc1c(CNn2cn[nH]c2=S)cccc1OC
14. COc1ccc([C@H]2CC(=O)C=C(c3ccc(SC)cc3)C2)cc1OC
15. Cc1ccc(S(=O)(=O)N2CCN(CC(=O)Nc3ccc4c(c3)CCC4)CC2)cc1C
16. CNC[C@H]1Oc2c(NS(=O)(=O)c3ccccc3)cccc2C(=O)N([C@H](C)CO)C[C@@H]1C

| Assay by compound | 9 | 10 | 11 | 12 | 13 | 14 | 15 | 16 |
| --- | --- | --- | --- | --- | --- | --- | --- | --- |
| rCAG RNA binder | -1 | 6 | 3 | 3 | -1 | 3 | -1 | 3 |
| PRMT1 FP inh | 2 | -5 | 0 | 9 | -8 | 3 | -2 | 0 |
| mABHD4 FP | 0 | -10 | -6 | -5 | -1 | -17 | 7 | -1 |
| HTRA1 inh | 3 | -18 | 5 | 3 | -3 | 0 | -19 | -4 |
| SIAE inh | 5 | -2 | 0 | 2 | 1 | -4 | -12 | 13 |
| TDP2 inh | -9 | 0 | -19 | 0 | -13 | -8 | 8 | 2 |
| LEDGF integ inh | 0 | -2 | -1 | -4 | 3 | 0 | 2 | 0 |
| GC-B act | 6 | -7 | 5 | 0 | -1 | -1 | 0 | -4 |
| MBD2 inh | -3 | -3 | 4 | 4 | -1 | 3 | -1 | 7 |
| TCR-CD3 inh | 2 | -9 | 5 | -12 | 7 | -2 | 4 | -9 |

Compound profiles, from the list above. Values in the order: rCAG RNA binder | PRMT1 FP inh | mABHD4 FP | HTRA1 inh | SIAE inh | TDP2 inh | LEDGF integ inh | GC-B act | MBD2 inh | TCR-CD3 inh
Shown for `C=CCOc1c(CNn2cn[nH]c2=S)cccc1OC` = -1 | -8 | -1 | -3 | 1 | -13 | 3 | -1 | -1 | 7
Shown for `CC(=O)Nc1cccc(NC(=O)C2CCCN2C(=O)Nc2ccc(C)cc2)c1` (stereo unspecified) = 3 | 0 | -6 | 5 | 0 | -19 | -1 | 5 | 4 | 5

The results go on.
17. CCO[C@H]1c2c(ccc3ccc(=O)oc23)OC(C)(C)[C@@H]1O
18. O=C(NN1CCN(Cc2ccccc2)CC1)c1ccc(Cl)cc1
19. CCN(C(=O)COC(=O)/C=C/c1cccc(Cl)c1)c1c(N)n(Cc2ccccc2)c(=O)[nH]c1=O
20. COc1cc(C2C3=C(COC3=O)Oc3cc4c(cc32)OCO4)cc(OC)c1OC (stereo unspecified)
21. COc1ccccc1NCCC(=O)O
22. Cc1cc(N2CC(C(=O)O)CC2=O)ccc1Br (stereo unspecified)
23. Cc1cccc(N2CCN(C(=O)[C@H](C)N3C(=O)C4CC=CCC4C3=O)CC2)c1C (stereo partly specified)
24. COc1ccc(C(=O)CN2C(=O)NC3(CCc4ccccc43)C2=O)c(OC)c1 (stereo unspecified)

| Assay by compound | 17 | 18 | 19 | 20 | 21 | 22 | 23 | 24 |
| --- | --- | --- | --- | --- | --- | --- | --- | --- |
| rCAG RNA binder | -1 | -5 | -1 | 3 | 0 | 1 | 1 | -2 |
| PRMT1 FP inh | -1 | 0 | 3 | 0 | 0 | -3 | 1 | -2 |
| mABHD4 FP | 3 | 1 | 0 | -5 | -9 | -2 | 8 | 2 |
| HTRA1 inh | 3 | 5 | -5 | -2 | 4 | 7 | 0 | -5 |
| SIAE inh | -1 | -5 | -13 | 0 | 1 | 0 | -1 | -5 |
| TDP2 inh | 10 | 1 | 7 | 12 | 12 | 4 | 2 | -16 |
| LEDGF integ inh | -2 | 4 | -3 | -2 | 1 | 0 | 3 | 2 |
| GC-B act | -5 | 0 | -2 | -7 | 0 | 2 | 5 | 3 |
| MBD2 inh | 4 | 0 | 3 | 2 | 1 | 5 | 3 | 0 |
| TCR-CD3 inh | 5 | 6 | 0 | -3 | 6 | 6 | 5 | 9 |

25. O=C(COc1ccccc1)NC(=S)N1CCc2ccccc21
26. COc1ccccc1N1C(=O)C2C3C=CC(CC3)C2C1=O (stereo unspecified)
27. CN(C)S(=O)(=O)c1cccc(NC(=O)COC(=O)c2c[nH]c(=O)[nH]c2=O)c1
28. FC(F)(F)c1nc(-c2cccnc2)ncc1-c1nnnn1-c1ccccc1
29. Clc1ccc(-c2nnc(-c3ccco3)nc2N2CCCCC2)cc1
30. CCOC(=O)Cc1csc(SCC(=O)Nc2nccs2)n1
31. CC1CC(C)CN(C(=O)CCNS(=O)(=O)c2ccc3c(c2)CCC(=O)N3)C1 (stereo unspecified)
32. COc1cc(NC(=O)C2CCN(S(=O)(=O)c3cccnc3)CC2)cc(OC)c1OC

| Assay by compound | 25 | 26 | 27 | 28 | 29 | 30 | 31 | 32 |
| --- | --- | --- | --- | --- | --- | --- | --- | --- |
| rCAG RNA binder | 6 | -3 | 0 | -6 | 10 | -2 | -5 | 10 |
| PRMT1 FP inh | -1 | 0 | -1 | 3 | 15 | -2 | 2 | 6 |
| mABHD4 FP | -8 | -3 | -9 | 1 | 0 | 2 | -5 | -14 |
| HTRA1 inh | 2 | -3 | -3 | -4 | 19 | 7 | 3 | 4 |
| SIAE inh | -5 | 9 | -6 | 3 | 13 | 5 | 10 | -3 |
| TDP2 inh | -11 | -8 | 11 | 8 | -8 | 10 | -9 | -4 |
| LEDGF integ inh | 5 | -5 | 2 | -2 | 4 | -3 | -3 | 0 |
| GC-B act | -3 | 5 | -5 | 3 | 1 | 1 | 4 | -4 |
| MBD2 inh | -1 | 8 | 3 | 0 | 1 | 0 | 3 | 11 |
| TCR-CD3 inh | -5 | -2 | 3 | -8 | -1 | 4 | 1 | -1 |

Structural class, those above containing a Cl atom.
18. O=C(NN1CCN(Cc2ccccc2)CC1)c1ccc(Cl)cc1
19. CCN(C(=O)COC(=O)/C=C/c1cccc(Cl)c1)c1c(N)n(Cc2ccccc2)c(=O)[nH]c1=O
29. Clc1ccc(-c2nnc(-c3ccco3)nc2N2CCCCC2)cc1

| Assay by compound | 18 | 19 | 29 |
| --- | --- | --- | --- |
| rCAG RNA binder | -5 | -1 | 10 |
| PRMT1 FP inh | 0 | 3 | 15 |
| mABHD4 FP | 1 | 0 | 0 |
| HTRA1 inh | 5 | -5 | 19 |
| SIAE inh | -5 | -13 | 13 |
| TDP2 inh | 1 | 7 | -8 |
| LEDGF integ inh | 4 | -3 | 4 |
| GC-B act | 0 | -2 | 1 |
| MBD2 inh | 0 | 3 | 1 |
| TCR-CD3 inh | 6 | 0 | -1 |

Other entries.
33. COCCN(C(=O)CCC(=O)Nc1nccs1)C(C(=O)NC(C)(C)C)c1ccc(F)cc1 (stereo unspecified)
34. CCN(CC(=O)N1CCC(C)CC1)S(=O)(=O)c1ccc(C)cc1
35. CCC(=O)Nc1sc2c(c1C#N)CCCCC2
36. O=C(O)COc1c(F)c(F)c(C(F)(F)F)c(F)c1F
37. Cc1cc(N2CCN(c3cccc(C)c3C)CC2)nc(-c2ccccc2)n1
38. CN(C)c1cccc2c(S(=O)(=O)N3CCCC3)cccc12
39. COc1cccc(NC(=O)CCN2CCC(C(N)=O)CC2)c1
40. O=C(CN1CCC(O)(c2ccccc2F)CC1)NCCc1c[nH]c2ccccc12
41. COc1cc([N+](=O)[O-])ccc1NC(=O)Oc1ccc(NC(C)=O)cc1
42. C#CCOCCOCCOCCNc1nc(N2CCN(C(=O)[C@H]([C@@H](C)CC)n3cc(CCC(=O)O)nn3)CC2)nc(N2CCN(C(=O)[C@H](Cc3ccc(O)cc3)n3cc(CCO)nn3)CC2)n1
43. Cc1ccc(CC(=O)Nc2cccc(S(=O)(=O)N3CCOCC3)c2)cc1

| Assay by compound | 33 | 34 | 35 | 36 | 37 | 38 | 39 | 40 | 41 | 42 | 43 |
| --- | --- | --- | --- | --- | --- | --- | --- | --- | --- | --- | --- |
| rCAG RNA binder | -5 | -8 | -2 | -2 | 4 | -1 | 0 | -4 | 0 | -1 | 0 |
| PRMT1 FP inh | 2 | -3 | -3 | 1 | 1 | 0 | -1 | -2 | 0 | 0 | 2 |
| mABHD4 FP | 0 | 5 | 2 | -6 | 1 | 10 | -3 | 4 | 8 | -7 | 1 |
| HTRA1 inh | -6 | 1 | 5 | 5 | -23 | -10 | 5 | 1 | -2 | -9 | 2 |
| SIAE inh | 9 | 1 | 7 | -4 | 0 | 0 | -2 | 2 | -1 | -6 | 1 |
| TDP2 inh | -4 | 12 | 5 | -2 | -4 | 3 | 14 | -2 | -9 | 0 | 2 |
| LEDGF integ inh | 0 | -1 | -1 | 3 | 4 | -6 | 0 | -1 | 5 | 1 | -1 |
| GC-B act | -5 | 1 | 3 | -3 | -2 | 6 | 0 | -3 | 4 | 4 | 10 |
| MBD2 inh | 0 | -3 | 4 | 0 | 3 | 2 | -2 | 2 | -4 | -3 | -2 |
| TCR-CD3 inh | 1 | 4 | 2 | -4 | 2 | 5 | 1 | 3 | -7 | 1 | 1 |

Screens deposited in PubChem by several laboratories.
